Screening data as filed in PubChem.
RGS4 inh: RGS4 inhibitors, primary screen, cell-based, HEK293 M3R inducible RGS4, calcium flux; Regulator of G-protein signaling 4 (Homo sapiens), P49798; AID 463165, 2010; B-score at 10 µM; actives 0.45% (n = 310,000); Fluo-4 calcium flux; hits give high values; triggered by carbachol at its EC20;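 active = B-score, a plate-corrected calcium signal, over three deviations above library mean, with baseline fluorescence within five deviations of library mean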;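 also: RGS4 expression induced by doxycycline in cells with stable M3 receptor; B-score is computed from the integrated fluorescence ratio over baseline after carbachol; higher B-score means a larger calcium signal and so more RGS4 inhibition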
Target sequence (P49798 whole entry, looked up): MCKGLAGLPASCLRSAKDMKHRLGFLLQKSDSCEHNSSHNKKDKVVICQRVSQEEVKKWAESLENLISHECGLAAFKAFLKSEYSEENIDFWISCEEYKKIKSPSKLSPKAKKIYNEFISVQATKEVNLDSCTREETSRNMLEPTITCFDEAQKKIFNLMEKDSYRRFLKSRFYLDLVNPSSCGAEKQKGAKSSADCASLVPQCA
MrgX1 agonist: agonists of human MrgX1 receptor, primary screen, HEK293 cells, Fluo-4 calcium flux | Mas-related G-protein coupled receptor member X1 (Homo sapiens), Q96LB2 | Fluo-4 calcium fluorescence, agonist mode; hits give high values | B-score at 10 µM | actives 0.44% (n = 310,000);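 active = calcium response B-score plate-corrected fluorescence ratio at least 3 library SD, with starting fluorescence B-score inside 5 SD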
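System – MrgX1-expressing HEK293 cells · Incubation – cells plated overnight, dye loaded 0.5 h 37 °C, 0.5 h room temperature · Technique – kinetic Fluo-4 NW fluorescence of intracellular calcium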
RGS4 pot: RGS4 potentiators or activators, primary screen, cell-based, HEK293 M3R inducible RGS4, calcium flux; actives 0.92% (n = 310,000); B-score at 10 µM; carbachol calcium flux Fluo4; hits give low values;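 active = B-score of the integrated calcium signal more than 4 SD below the library mean, with starting fluorescence not abnormally high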;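 also: negative B-score means reduced calcium response which marks RGS4 activation or potentiation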
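Assay system: HEK293 FlpIn-TREx cells, stable M3R, doxycycline-inducible RGS4 / Probe or stimulus: carbachol, ECmax concentration / Times: overnight RGS4 induction, 30 min dye load 37 °C, 20 min compound RT / Signal: kinetic calcium fluorescence imaging with Fluo4-AM dye, 2 µM / Measure: Agonist-evoked peak-minus-minimum fluorescence over baseline, integrated ratio, B score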
MrgX1 PAM: positive allosteric modulators of MrgX1, primary screen, HEK293 cells, Fluo-4 calcium flux. Mas-related G-protein coupled receptor member X1 (Homo sapiens), Q96LB2. FDSS; hits give high values. actives 0.63% (n = 310,000). AID 588675, 2011. B-score at 10 µM;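 active = plate-corrected calcium response at least 3 library SD above typical, normal starting fluorescence, not activating the receptor alone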;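 also: compound read alongside a low EC10 to EC30 dose of BAM8-22 agonist; peak minus trough fluorescence over baseline measured at the second addition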
TRPC6 act: mouse TRPC6 channel activators, primary screen, cell-based, HEK293, membrane potential dye; HEK293-TRPC6 membrane potential dye fluorescence; hits give high values; B-score at 10 µM; actives 0.13% (n = 310,000);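 active = B-score of the integrated fluorescence ratio above library mean plus 3 SD, and starting fluorescence ratio within library mean plus 5 SD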;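 also: higher score means more depolarization so channel activation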
Target sequence (Q61143 whole entry, looked up): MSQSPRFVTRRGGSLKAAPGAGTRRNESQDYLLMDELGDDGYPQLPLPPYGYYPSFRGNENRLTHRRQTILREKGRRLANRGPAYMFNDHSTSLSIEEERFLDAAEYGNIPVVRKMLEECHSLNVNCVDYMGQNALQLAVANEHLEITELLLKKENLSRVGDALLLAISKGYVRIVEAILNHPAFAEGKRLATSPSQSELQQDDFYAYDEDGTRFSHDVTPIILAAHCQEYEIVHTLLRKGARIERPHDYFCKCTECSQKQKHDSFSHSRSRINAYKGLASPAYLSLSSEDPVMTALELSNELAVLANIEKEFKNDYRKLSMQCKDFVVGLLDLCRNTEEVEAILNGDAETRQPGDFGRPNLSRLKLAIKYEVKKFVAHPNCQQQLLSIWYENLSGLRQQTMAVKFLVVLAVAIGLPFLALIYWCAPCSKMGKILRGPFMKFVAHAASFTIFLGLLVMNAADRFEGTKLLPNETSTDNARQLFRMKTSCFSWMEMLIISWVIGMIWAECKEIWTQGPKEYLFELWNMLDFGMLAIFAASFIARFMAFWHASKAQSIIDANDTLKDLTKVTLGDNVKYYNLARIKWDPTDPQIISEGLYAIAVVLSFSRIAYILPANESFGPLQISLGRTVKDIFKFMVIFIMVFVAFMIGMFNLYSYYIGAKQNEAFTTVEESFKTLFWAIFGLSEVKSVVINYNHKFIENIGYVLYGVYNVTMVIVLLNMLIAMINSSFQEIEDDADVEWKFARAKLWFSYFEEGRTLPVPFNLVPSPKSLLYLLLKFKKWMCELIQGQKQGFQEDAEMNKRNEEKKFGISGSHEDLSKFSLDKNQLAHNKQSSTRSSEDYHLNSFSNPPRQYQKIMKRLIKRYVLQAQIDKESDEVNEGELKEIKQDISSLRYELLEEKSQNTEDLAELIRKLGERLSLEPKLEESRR
SKKanGAS inh: S. pyogenes SKKanGAS growth inhibitors in kanamycin, primary screen, streptokinase expression inhibitor project, SKKanGAS strain, BacTiter-Glo luminescence; 6 h; inhibition, % at 7.5 µM; actives 1.3% (n = 300,000); AID 1662, 2009;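 active = mean replicate score, as percent of positive control median, at least 50; inconclusive = mean below 50 but one replicate at or above 50; inactive = mean and every replicate below 50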;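 also: strain carries kanamycin resistance gene driven by streptokinase promoter and grows in 40 µg/ml kanamycin; loss of luminescence reflects streptokinase promoter inhibition or plain growth inhibition; 0% = median of DMSO wells and 100% = positive control at its reference dose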
TMEM16A inh: TMEM16A chloride channel inhibitors, primary screen, cell-based, HTS; HEK293 TMEM16A/YFP iodide influx fluorescence, ionomycin; normalized B-score (activity score, 25-100; higher = stronger inhibition) at 10 µM; Anoctamin-1 (Mus musculus), Q8BHY3; actives 1.2% (n = 310,000); AID 588511, 2011;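 active = ratio plate-corrected score three or more library SD toward inhibition, starting fluorescence score within five deviations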;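 also: score derived from kinetic fluorescence span divided by baseline fluorescence per well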
TRPC6 inh: mouse TRPC6 channel inhibitors, primary screen, cell-based, HEK293, membrane potential dye; ACh-evoked depolarization; hits give low values; B-score at 10 µM; actives 1.1% (n = 310,000);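 active = B-score under library mean minus 3 SD, initial fluorescence not abnormally high, positive integrated signal ratio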;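 also: B-score derived from integrated fluorescence ratio over the kinetic read; more negative B-score means stronger inhibition of depolarization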
TMEM16A act: TMEM16A chloride channel activators or potentiators, primary screen, cell-based, HTS. Anoctamin-1 (Mus musculus), Q8BHY3. HEK293 TMEM16A/YFP-H148Q/I152L, iodide quench fluorescence; hits give low values. B-score at 10 µM. actives 0.3% (n = 340,000). AID 623877, 2012;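 active = fluorescence-ratio B-score plate-corrected deviation score at least 3 library SD below zero, with starting fluorescence score within 5 deviations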;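 also: channel opened by trigger with iodide after compound preincubation; score built on the fluorescence ratio of max minus min over baseline; more negative score means more quench and so TMEM16A activation or potentiation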
HDAC3 inhib: HDAC3 deacetylase inhibitors, primary screen, biochemical, fluorescence, cell-free homogeneous; recombinant HDAC3, fluorogenic peptide/trypsin coupled; inhibition, % at 8.3 µM; actives 0.15% (n = 320,000); Histone deacetylase 3 (Homo sapiens), O15379; in the data active = inhibition above about 26%, passing the limit was not always enough; inconclusive = no clear call, values can overlap the other calls
MrgX1 antag: antagonists of human MrgX1 receptor, primary screen, HEK293 cells, Fluo-4 calcium flux. Mas-related G-protein coupled receptor member X1 (Homo sapiens), Q96LB2. B-score at 10 µM. BAM8-22 antagonism; hits give low values. actives 1.3% (n = 310,000);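 active = calcium-response B-score plate-corrected more than 3 library SD below zero, starting fluorescence within 5 deviations, no agonist response on first addition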;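 also: peak minus trough fluorescence over baseline after final BAM8-22 challenge near maximal dose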
The depositor's hits bear a star; i = inactive; ? = inconclusive; . = no result given.

SMILES	RGS4 inh	MrgX1 agonist	RGS4 pot	MrgX1 PAM	TRPC6 act	SKKanGAS inh	TMEM16A inh	TRPC6 inh	TMEM16A act	HDAC3 inhib	MrgX1 antag
Cc1cc(C)c2c(c1)/C(=N\N=c1\sc3ccccc3n1C)C(=O)N2	i	i	i	i	i	12.9	i	i	i	.	i
COc1cc2c(cc1OC)C(c1ccccc1)N(C(=O)c1cccc(S(C)(=O)=O)c1)CC2 (stereo not drawn)	i	i	i	i	i	-1.8	i	i	i	2.8	i
O=C(NCSc1ccnc(SCNC(=O)c2ccccc2)n1)c1ccccc1	i	i	i	i	i	3.1	i	i	i	1.7	i
NC(=O)c1ccc(NC(=O)CS(=O)(=O)c2cn(CC(=O)N3CCCC3)c3ccccc23)cc1	i	i	i	i	i	-1.9	i	i	i	3.0	i
Cc1nnsc1C(=O)Nc1cccc(Cl)c1Cl	i	i	i	i	i	-0.4	i	i	i	-9.1	i
O=C(CC1C=Cc2ccccc2N1C(=O)c1ccccc1)c1ccccc1 (stereo not drawn)	i	i	i	i	i	6.3	100*	i	i	.	i
NC(=O)c1ccc(NS(=O)(=O)c2ccccc2F)cc1	i	i	i	i	i	1.2	i	i	i	-1.8	i
CC(C)C(=O)NC(=S)Nc1ccc(S(=O)(=O)Nc2nccs2)cc1	i	i	i	i	i	-5.9	i	i	i	4.0	i
Cc1cc(OC(=O)c2ccccc2)n(CCC#N)n1	i	37.8*	i	i	i	-1.7	i	i	i	87.5*	i
COc1cccc(-c2nnc(SC(C(=O)c3c[nH]c4ccccc34)c3ccccc3)n2C)c1 (stereo not drawn)	i	i	i	i	i	36.5	i	i	i	0.8	i
COc1ccc(C2NC(=S)NC3=C2CCCC3=C2SCCS2)cc1 (stereo not drawn)	i	i	i	i	i	4.7	i	i	i	?	i
CCOc1cccc(/C=C(\C#N)C(=O)NC2CC2)c1	i	i	i	i	i	-2.8	i	i	i	9.6	i
CC(C)N1C(=O)CSC1c1ccc(Br)cc1 (stereo not drawn)	i	i	i	i	i	-9.6	i	i	i	1.2	i
CNS(=O)(=O)c1cccc(C(=O)OCC(=O)Nc2cc(F)ccc2F)c1	i	i	i	i	i	3.7	i	i	i	-1.1	i
CC(C)(C)c1nc2cc(Cl)c([N+](=O)[O-])cc2o1	i	i	i	i	i	3.8	100*	i	i	3.7	i
CCOC(=O)c1cnc2ccc(C)cc2c1N(C)Cc1ccccc1	i	i	i	i	i	4.2	i	i	i	-1.4	i
COc1ccc(-c2csc(Nc3ccc(S(=O)(=O)Nc4cc(C)on4)cc3)n2)cc1C	13.3*	i	i	i	i	68.3*	i	i	i	0.8	i
COC(=O)C1=C(C)N(c2ccc(OC)cc2)C(C)=C(C(=O)OC)C1c1ccc(OC)cc1	i	i	-8.96*	i	i	2.3	i	i	i	-0.6	i
Cc1cc(C)cc(C(=O)OCC(=O)Nc2cccc(S(=O)(=O)NC3=NCCCCC3)c2)c1	i	i	i	i	i	-1.2	i	i	i	0.8	i
C=C(C)Cn1c(CCn2c3ccccc3c3ccccc32)n[nH]c1=S	i	i	i	i	i	-7.9	i	i	i	7.1	i
COc1ccccc1NC(=O)c1ccccc1C(=O)O	i	i	i	i	i	-14.5	i	i	i	-1.5	i
c1csc(-c2nnc(N3CCOCC3)c3ccccc23)c1	i	i	i	i	i	-1.7	i	i	i	-1.5	i
COc1cc(NC(=O)c2ccc(F)cc2)c(OC)cc1Cl	i	i	i	i	i	-3.6	i	i	i	-7.3	i
Cc1ccc(C(=O)NNC(=O)CSc2nnc(C3CC3)n2C)cc1	i	i	i	i	i	1.2	i	i	i	-2.2	i
COc1ccc(CCNC(=O)c2cccs2)cc1	i	i	i	i	i	0.0	i	i	i	-4.8	i
COc1cc2c(cc1OC)C(=O)NCC(C)(C)O2	i	i	i	i	i	-9.6	i	i	i	1.6	i
CCCc1cc(=O)oc2cc(C)cc(OCC(=O)NCCN3CCOCC3)c12	i	i	i	i	i	1.3	i	i	i	-31.1	i
O=[N+]([O-])c1ccc2ncnc(N3CCN(Cc4ccc5c(c4)OCO5)CC3)c2c1	i	i	i	i	i	2.9	i	i	i	-1.0	i
Cc1ccc2nc(NC(=O)c3ccccc3F)sc2c1	i	i	i	i	i	0.1	i	i	i	-4.0	i
O=C(NC1CCCC1)C(NS(=O)(=O)c1ccc(Br)s1)c1ccccc1 (stereo not drawn)	i	i	i	i	i	6.0	i	i	i	.	i
O=C(CSCc1ccccc1)Nc1ccc2c(c1)OCO2	i	i	i	i	i	5.8	i	i	.	-0.2	i
O=C(NCC(c1ccco1)N1CCc2ccccc21)c1ccccc1F (stereo not drawn)	i	i	i	i	i	13.3	i	i	i	-11.0	i
S=C1NCN(CCc2ccccc2)CN1	i	i	i	i	i	5.3	i	i	i	-1.2	i
CCn1c(=O)cc(OCC(=O)NC(C)c2ccc3c(c2)OCCO3)c2ccccc21 (stereo not drawn)	i	i	i	i	i	0.8	i	i	i	-0.4	i
O=C(CN1CCCN(Cc2ccc(F)cc2Cl)C1=O)NC1CCCCCC1	i	i	i	i	i	-0.8	i	i	i	1.2	i
CC1CCCN(S(=O)(=O)Cc2ccc(Cl)cc2)C1 (stereo not drawn)	i	i	i	i	i	2.2	i	i	i	?	i
Cc1ccc([N+](=O)[O-])cc1NC(=O)c1cccnc1	i	i	i	i	i	6.3	i	i	i	1.4	i
COc1ccccc1/C=C1\SC(=S)N(CCC(=O)NNC(=O)c2ccccc2OC)C1=O	i	i	i	i	i	46.5	i	i	i	-0.9	i
CCOc1ccc2nc(N3CCCC(C(=O)NCCCN4CCOCC4)C3)sc2c1 (stereo not drawn)	i	i	i	i	i	-2.0	i	i	i	-3.2	i
C=CCn1c(=O)c2ccccc2n2c(SCC(=O)NC)nnc12	i	i	i	i	i	1.7	i	i	i	-2.8	i
O=c1[nH]c(CSc2ncc(C(F)(F)F)cc2Cl)nc2ccccc12	i	i	i	i	i	-0.4	i	i	i	-3.3	i
COC(=O)C1=CN(Cc2ccccc2)C=C(C(=O)OC)C1c1ccc(O)c(OC)c1	i	i	i	i	i	0.0	i	i	i	2.6	i
O=C(N/C(=C/c1ccccc1)C(=O)N1CCCCC1)c1ccccc1	i	i	i	i	i	-0.8	i	i	i	5.0	i
CC(C)CC(=O)N1CCN(S(=O)(=O)c2ccc(Cl)cc2)CC1	i	i	i	i	i	-7.4	i	i	i	-7.2	i
C[C@H](NC(=O)NCc1cccs1)C(=O)O	i	i	i	i	i	-2.3	i	i	i	3.3	i
O=C(NCc1ccccc1)c1ccco1	i	i	i	i	i	-8.5	i	i	i	-8.4	i
O=c1cc(NCCCO)c2ccccc2o1	i	i	i	i	i	2.5	i	i	i	-0.4	i
O=C(NCC(c1cccnc1)N1CCN(c2ccccc2)CC1)c1ccco1 (stereo not drawn)	i	i	i	i	i	-15.2	i	i	i	4.2	i
Cc1cc(C)n(-c2nc(NC(C)C)nc(NC(C)C)n2)n1	i	i	i	i	i	2.7	i	i	i	-5.2	i
CCCCOC(=O)C1=C(C)Nc2ncnn2C1c1ccc(OC)c(OC)c1OC (stereo not drawn)	i	i	i	i	i	-2.5	i	i	i	-1.9	i
(next part)
SMILES	RGS4 inh	MrgX1 agonist	RGS4 pot	MrgX1 PAM	TRPC6 act	SKKanGAS inh	TMEM16A inh	TRPC6 inh	TMEM16A act	HDAC3 inhib	MrgX1 antag
c1csc(-c2nc(-c3ccncc3)no2)c1	i	i	i	i	i	-4.6	i	i	i	2.0	i
CCN(CCNC(=O)c1cc(C)nn1-c1ccccc1)c1ccccc1	i	i	i	i	i	-2.2	i	i	i	2.4	i
O=C1CSC(c2ccc([N+](=O)[O-])cc2)N1c1ccc(O)cc1 (stereo not drawn)	i	i	i	i	i	3.2	i	i	i	3.3	i
Cc1nnc(NC(=O)c2csc3c2CCC(C)C3)s1 (stereo not drawn)	i	i	i	i	i	-1.3	i	i	i	-1.2	i
C#CCOCCOCCOCCNc1nc(N2CCN(C(=O)[C@H](CCCCN)n3cc(C(N)CC(C)C)nn3)CC2)nc(N2CCN(C(=O)[C@H](CCC(=O)O)n3cc(C(N)[C@H](C)CC)nn3)CC2)n1 (stereo partly drawn)	i	i	i	i	i	6.2	i	i	i	0.7	i
CCC(=O)Nc1ccc(C(=O)CSc2nnc(CNc3ccc(Cl)cc3)o2)cc1OC	i	i	i	i	i	0.2	i	i	i	0.0	i
CC(C)Cn1c(CCCNC(=O)c2ccc(F)cc2)nc2ccccc21	i	i	i	i	i	-3.3	i	i	i	4.1	i
CCOc1ccc(S(=O)(=O)Nc2ccc(C(=O)N/N=C/c3c(C)nn(-c4ccccc4)c3N3CCCC3)cc2)cc1	i	i	i	i	i	13.3	i	i	i	10.6	i
Cn1cnnc1SCC(=O)Nc1ccc(OCc2ccccc2)cc1	i	i	i	i	i	-2.0	i	i	i	6.5	i
C=CCn1c(=O)/c(=C/c2cc(OC)c(OC)c(OC)c2)s/c1=C(/C#N)c1nc2ccccc2n1C	i	i	i	i	i	19.2	i	i	i	8.0	i
O=C(C1CCCN(S(=O)(=O)c2ccc(Br)cc2)C1)N1CCN(Cc2ccccc2)CC1 (stereo not drawn)	i	i	i	i	i	-3.1	i	i	i	3.6	i
CCOC(=O)C(C)On1c(-c2ccccc2)nc2ccc([N+](=O)[O-])cc21 (stereo not drawn)	i	i	i	i	i	6.3	i	i	i	14.7	i
c1ccc2c(c1)OCC(CNCC1COc3ccccc3O1)O2 (stereo not drawn)	i	i	i	i	i	-9.2	i	i	i	2.3	i
CCOc1ccc2ccccc2c1/C=N/NC(=O)CNC(=O)c1ccccc1F	i	i	i	i	i	-2.6	i	i	i	0.0	i
Cc1cccc(OCC(=O)NCCNC(=O)c2cccnc2)c1	i	i	i	i	i	-3.9	i	i	i	3.8	i
